ALOX12 inh – ALOX12 (human) lipoxygenase inhibition; P18054; purified 12hLO, xylenol orange hydroperoxide absorbance; Potency, µM (titrated, usually from 108 µM), for inactives: at the highest dose activity change, negative = inhibition, most hits filed as inhibitors; hit rate 1.1% among 580,000; AID 1671190; active = well fitted inhibition curve with a large enough effect; inconclusive = small, poorly fitted or top-dose-only effect, or another doubt; inactive = no such curve, though single readings can be large or run the other way
Target sequence (P18054 whole entry, looked up): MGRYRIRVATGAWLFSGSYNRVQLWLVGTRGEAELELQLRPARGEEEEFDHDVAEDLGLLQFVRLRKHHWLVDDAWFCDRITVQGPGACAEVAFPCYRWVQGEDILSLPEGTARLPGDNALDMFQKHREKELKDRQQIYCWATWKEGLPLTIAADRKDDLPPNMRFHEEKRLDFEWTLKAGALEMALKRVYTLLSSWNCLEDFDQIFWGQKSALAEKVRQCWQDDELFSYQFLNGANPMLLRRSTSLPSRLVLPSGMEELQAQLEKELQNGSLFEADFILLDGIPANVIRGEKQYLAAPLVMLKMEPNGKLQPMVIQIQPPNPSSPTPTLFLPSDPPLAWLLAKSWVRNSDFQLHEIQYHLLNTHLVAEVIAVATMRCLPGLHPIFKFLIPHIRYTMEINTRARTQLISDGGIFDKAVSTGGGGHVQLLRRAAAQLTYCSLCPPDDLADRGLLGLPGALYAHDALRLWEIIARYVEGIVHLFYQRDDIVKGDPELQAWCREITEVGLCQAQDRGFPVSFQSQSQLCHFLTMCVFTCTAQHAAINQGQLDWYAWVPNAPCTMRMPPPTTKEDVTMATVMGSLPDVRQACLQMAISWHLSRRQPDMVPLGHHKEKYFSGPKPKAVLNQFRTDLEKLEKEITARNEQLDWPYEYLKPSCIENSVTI
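Purified human 12hLO at 150 nM in 25 mM Hepes, 0.01% Triton X-100, pH 7.0, preincubated 15 min at room temperature with compound. Reaction started with 40 uM arachidonic acid, 30 min at room temperature. Hydroperoxide measured by Fe-xylenol orange, 573/405 nm absorbance ratio.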
Starred values were filed as active, the others as inactive; ? = inconclusive; & = joins results of further samples; [ ] = dose if it differs, or a comment. % is scaled to controls: 0 for no effect and ±100 for the full control effect; potency is read from the fitted curve at half-maximal effect.

SMILES | ALOX12 inh
Cc1cc(=O)oc2cc(OCC(=O)NCCC#N)c(Cl)cc12 | ?
CC1(c2noc(-c3ccccn3)n2)CCN(C(=O)CCCc2nc3ccccc3s2)CC1 | -7%
COc1ccc(C(=O)Oc2ccc3c(=O)c(Oc4cccc(OC)c4)coc3c2)cc1 | 29%
COc1cc(CC(=O)NC(C)c2cccs2)cc(OC)c1OC (stereo not given) | -9%
Cc1ccc(CC(=O)Nc2cccc(C(=O)N3CCc4sccc4C3)c2C)cc1 | 4%
COCCn1cnnc1C(C)NC(=O)c1cn(C2CCC(N)CC2)nn1 (stereo not given) | 39%
CNC(=O)N1Cc2ccccc2OC2(CCN(C(C)C)CC2)C1 | 9%
Cc1ccc(C2(C)N(O)C(C)C(c3cccs3)=[N+]2[O-])cc1 (stereo not given) | 32%
O=C(c1cccc(O)c1)N1CC=C(c2cnc3cnc(-c4ccccc4)cn23)CC1 | 7%[176 µM]
CCN(CC)CCNC(=O)c1ccc2c(c1)N(S(C)(=O)=O)CC2 | 60%[activator]
O=C(c1ccccc1F)N1CCC2(CC1)C(=NC1CCCCC1)NC(=O)N2c1cc(F)cc(F)c1 | 5%[6.33 µM]
Cc1ccc(CNC(=O)C2CCc3sc(C(=O)N4CCOCC4)cc3C2)o1 (stereo not given) | 23%
CC(C)N1CC2CCC(C1)N2C(=O)c1ccc2c(c1)OCO2 | 6%[6.33 µM]
CN(C)C(=O)CC1CCOC2(CCN(S(=O)(=O)c3cn(C)cn3)CC2)C1 (stereo not given) | 34%[activator]
COc1ccc2oc(C(=O)N3CCC(C(=O)Nc4ccc5c(c4)OCO5)CC3)c(C)c2c1 | 8%
CC(C)CCCC(C)NC(=O)C1CCN(c2ncnc3nc[nH]c23)CC1 (stereo not given) | 6%
O=C(NC1CCN(c2cc(-c3cccs3)[nH]n2)C1)c1ccc(F)c(F)c1 (stereo not given) | 40%[activator]
Cc1noc(-c2ccccc2)c1NC(=O)Nc1ccc2nc([C@H]3C[C@H](O)[C@@H](CO)O3)[nH]c2c1 | -15%
CCc1cccc(C)c1NC(=O)CCc1c[nH]c2ccccc12 | -25%
CC1(C(=O)NS(=O)(=O)c2ccc(C#N)cc2)CCN1C(=O)C1(c2ccc(Cl)cc2)CC1 (stereo not given) | ?
Cc1nn(CN2CCN(S(=O)(=O)c3cccc(Cl)c3Cl)CC2)c(=O)c2ccccc12 | ?
COc1ccc(-c2cc(C[C@@H]3CC[C@H](O)[C@@H](CNC(=O)C(C)(C)C)O3)no2)cc1 | 4%[176 µM]
Cc1cc(C)c2nc(Nc3nc(C(C)C)cc(=O)[nH]3)nc(C)c2c1 | -43%
Cc1ccc2c(=O)cc(C(=O)Nc3nc4ccc(C)cc4s3)oc2c1 | ?
CC(C)C1CC(CCN2CCOCC2)(c2ccccc2)CCO1 (stereo not given) | 38%&-13%[activator]
(continued)
SMILES | ALOX12 inh
CCOC(=O)C(C)NC(=O)N1CCC2(CC1)CN(Cc1ccc(OC)cc1)C2=O (stereo not given) | 41%[activator]
CC1(C(=O)NCc2ccccc2)Cc2c(-c3ccc(C(N)=O)cc3)ccnc2O1 (stereo not given) | -3%
O=[S+]1([O-])NCC2(CCN(Cc3ccc(C(F)(F)F)cc3)C2)Oc2ccncc21 (stereo not given) | 5%[6.33 µM]
CC1CCCc2c1nc1sc3c(c1c2-c1ccc(Cl)cc1)CCC3 (stereo not given) | ?
CCOCC(=O)N1CCC2(CC1)NCCc1c2[nH]c2ccccc12 | 51%
CCOc1ccc(CNC(=O)c2cccn2-c2nnc(N3CCCCC3)s2)cc1 | 3%
Cc1cnc2c(S(=O)(=O)N3CCN(CC(F)(F)F)CC3)cccc2c1 | -6%
O=Cc1ccccc1-c1cc(F)cc(F)c1 | 17%[12.5 µM]
Cc1ccc(C(=O)C(Sc2ncccn2)c2ccc(C)cc2)cc1 (stereo not given) | ?
Cc1cccc(-c2nnc(SCC(=O)Nc3cc(F)ccc3C)n2N)c1 | 0%
COCc1cnc2c(c1SCC(=O)NCc1ccccc1Cl)c(=O)n(C)c(=O)n2C | 14%
CCOCCN1C(=O)COC[C@@H]1[C@H](O)c1ccc(NC(=O)C2CCCCC2)cc1 | 6%[176 µM]
C[C@H]1CN([C@@H](C)CO)C(=O)c2cc(Br)cnc2O[C@H]1CN(C)C(=O)c1ccccn1 | ?
CCOC(=O)CNC(=O)NCc1cccn1Cc1ccccc1C | -6%
C=CCn1c(SCCCc2ccccc2)nc2c1c(=O)n(C)c(=O)n2C | -6%
CCCC(=O)N1CCCC(c2cc(C(=O)Nc3ccccc3)no2)C1 (stereo not given) | 17%
CCc1nc2c(NC(=O)Nc3cccc(C(=O)OC)c3)cccn2n1 | 71µM*
N#Cc1ccc(NC(=O)N(Cc2ccncc2)C2CC2)cc1 | -1%
O=C(Cn1ncc2ccccc2c1=O)NC1CCCC1 | -8%
C[C@]12CCCC3=CC(=O)C=C[C@@]31Oc1ccccc1C(=O)C2 | -30%
Cc1cnc(CC2CCN(C(=O)C(C)C)C2)n1C(C)C (stereo not given) | 9%
CC(=O)Nc1c(-c2ccccc2)c(C)nn1-c1ccc(C(=O)NCc2ccccn2)cc1 | 15%
C=CCSc1nc(-c2cccs2)cc(C(F)(F)F)c1C#N | 11%
O=C(CCN1CCCO1)N1CCCC(Nc2cccc(F)c2)C1 (stereo not given) | 6%
CC(=O)c1ccc(C)cc1 | -1%[176 µM]

Reprinted at random: 4 entries already listed.
SMILES | ALOX12 inh
CCOCC(=O)N1CCC2(CC1)NCCc1c2[nH]c2ccccc12 | 51%
CCOCCN1C(=O)COC[C@@H]1[C@H](O)c1ccc(NC(=O)C2CCCCC2)cc1 | 6%[176 µM]
O=[S+]1([O-])NCC2(CCN(Cc3ccc(C(F)(F)F)cc3)C2)Oc2ccncc21 (stereo not given) | 5%[6.33 µM]
Cc1cccc(-c2nnc(SCC(=O)Nc3cc(F)ccc3C)n2N)c1 | 0%

Among those listed so far, 5 have a Cl atom:
SMILES | ALOX12 inh
Cc1cc(=O)oc2cc(OCC(=O)NCCC#N)c(Cl)cc12 | ?
CC1(C(=O)NS(=O)(=O)c2ccc(C#N)cc2)CCN1C(=O)C1(c2ccc(Cl)cc2)CC1 (stereo not given) | ?
Cc1nn(CN2CCN(S(=O)(=O)c3cccc(Cl)c3Cl)CC2)c(=O)c2ccccc12 | ?
CC1CCCc2c1nc1sc3c(c1c2-c1ccc(Cl)cc1)CCC3 (stereo not given) | ?
COCc1cnc2c(c1SCC(=O)NCc1ccccc1Cl)c(=O)n(C)c(=O)n2C | 14%

The list continues.
SMILES | ALOX12 inh
CC(=O)Nc1ccccc1-c1c(C)nn2c1N(C(=O)c1ccc(Oc3ccccc3)cc1)CCC2 | ?
O=C(CSc1ccc2c(c1)OCCO2)NC1c2ccccc2-c2ccccc21 | ?
CCCNc1cc(N2CCC(CCC(=O)Nc3cc(C)ccc3C)CC2)ncn1 | 65%[activator]
O=S1(=O)CC(N2CCSCC2)CN1Cc1cn(Cc2cccc(C(F)(F)F)c2)nn1 (stereo not given) | -5%
CSCC(=O)N1C[C@@H](NC(=O)NC2CCCCC2)C[C@H]1C(=O)N(C)CC(N)=O | 14%[176 µM]
Cc1ccc(C2(O)CCN(C(=O)c3ccc4nc(C)c(C)nc4c3)CC2)nc1 | -3%
COc1cc(CC(=O)OCc2cccc(Br)c2)cc(OC)c1OC | -29%
Cc1cc(C(=O)N2CCN(S(=O)(=O)c3ccc4c(c3)CCC4)CC2)c(C)n1C1CC1 | ?
N#CCC(=O)Nc1ccc(C(=O)OCC(=O)Nc2cc(-c3ccccc3)nn2-c2ccccc2)cc1 | 14%
N#Cc1cccc(NC(=O)c2cc(C3CCCCN3C(=O)c3ccc4c(c3)CCO4)on2)c1 (stereo not given) | -5%
COC(=O)/C=C1\OCc2c(F)cccc21 | -4%
COc1ccc2[nH]c3c(c2c1)CCNC31CCN(C(=O)c2cnc(C)cn2)CC1 | 40%[activator]
CC1CCC(NC(=O)C2CCN(c3cc(C(F)(F)F)ncn3)CC2)CC1 (stereo not given) | -1%
Cc1ccc2nc(-c3ccc(NC(=O)C(C)C)cc3)oc2c1 | 11%
COc1ccccc1C(=O)NCc1nnc2ccc(-c3ccc(C)cc3)nn12 | 30%
COc1ccc2c(c1)O/C(=C\c1ccc(OS(C)(=O)=O)cc1)C2=O | -29%
CCOc1ccccc1NC(=O)CN1C(=O)C(c2ccccc2)=NC12CCCCC2 | -5%
O=C1c2ccccc2C(=O)N1CC(O)COc1cccc2ccccc12 (stereo not given) | 5%
COc1ccc(-c2noc(CC3CCN(C(=O)c4ccc(OC)cc4OC)CC3)n2)cc1 | 11%
CCCn1nc(C(=O)OCC(=O)N(CC)Cc2ccccc2)c2ccccc2c1=O | 4%
O=C(CC1CCCCC1)N1CCN(C2CCN(CCc3ccccc3)C2=O)CC1 (stereo not given) | 6%
CC1CCCN(Cc2nc3c(Br)cc(Br)cc3c(=O)[nH]2)C1 (stereo not given) | -2%
Cc1oc(-c2ccccc2NC(=O)C2CCC2)nc1CNC(=O)c1ccc2ccccc2c1 | ?
Cc1noc(C)c1CC(=O)N1[C@@H]2CC[C@H]1CC(NC(=O)c1ccncc1)C2 (stereo not given in full) | 16%
Cc1ccc(CN2C[C@@H]3C(=O)N(C)C(=O)[C@@H]3C2)cc1C | 54%[activator]
Other compounds.
SMILES | ALOX12 inh
N#Cc1ccccc1S(=O)(=O)N[C@H]1CO[C@H]2[C@@H]1OC[C@@H]2n1nnnc1Oc1ccccc1 | 3%
CCCCCCCCN1C(=O)[C@@H](CC(=O)NCCCOC)C[C@@]2(C(=O)OC)C1=C[C@H](C1CCCC1)O[C@@H]2C | -13%
Cc1cccc(-n2c(=O)c3c(cc(C)n3C)n(CC(=O)Nc3ccccc3F)c2=O)c1 | ?
CS(=O)(=O)N1C[C@@H]2OCC(=O)N(Cc3cccnc3)[C@@H]2C1 | 1%[176 µM]
CC(C)c1noc(-c2ccn3c(CNC(=O)c4ccco4)nnc3c2)n1 | 16%
CCC1Cc2[nH][nH]c(=O)c2C(CC)O1 (stereo not given) | 0%
CN(Cc1ccccc1)Cc1cn([C@H]2CO[C@H]3[C@@H]2OC[C@@H]3NCC2CCCCC2)nn1 | -22%[176 µM]
Cc1ccc(-c2cc3ccccn3c2)cc1C | ?
Cc1ccc2nc(CO[C@H]3CN(C(=O)C4CC4)C[C@H]3F)[nH]c2c1 | -1%[176 µM]
FC(F)(F)c1cccc(-c2nccn3c(C4CN(Cc5ccc6cn[nH]c6c5)C4)ncc23)c1 | ?
O=C1CCC[C@H]2[C@@H](Cc3ccccc3)[C@@H](NCc3ccccc3)CC[C@]23CCCN13 | 9%
CC/C=C\CCOC(=O)C(C)C | 6%
N#Cc1cccc(C=C(C(=O)c2ccccc2)c2ccccc2)c1 | -2%
O=C(c1cccc(F)c1)N1CCCC(Nc2ccc(F)cc2)C1 (stereo not given) | 7%
Cn1nc(C(=O)Nc2ccnn2Cc2ccc(Cl)cc2Cl)c2ccccc2c1=O | 0%
CCCCCn1nc(C(=O)Nc2ccc(F)cc2)c2ccccc2c1=O | -2%
Cc1cccc2nc(C(=O)N(C)C3CCCN(CCc4ccccc4)C3)cn12 (stereo not given) | -8%
Cc1cc(N2CCN(Cc3cc4n(n3)CCNC4)CC2)n2ncnc2n1 | 5%
O=C(Cc1ccc(Cl)cc1Cl)N1CCN(c2ccccc2O)CC1 | 40µM*
COc1ccc2nc(C)c(C(=O)NCCCC(N)=O)cc2c1 | 6%
O=c1n(-c2ccc(C(F)(F)F)cc2)nc2n1CCN(Cc1ccsc1)C2 | -10%[6.33 µM]
Cc1nn(C)c(C)c1C(=O)NCCn1c(C)cnc1C1CCC1 | -23%
COCCn1c(-c2ccc(OCc3ccccc3)c(OC)c2)nc2c1c(=O)[nH]c(=O)n2CC(C)C | -2%
CCC(CC)NC(=O)COC(=O)c1cc(C)nc2ccccc12 | ?
Cc1cc(C)c(C(=O)COC(=O)c2ccc(N3CCCC3=O)cc2)cc1C | -5%

4 of the entries above in order of the ALOX12 inh value, falling:
| compound | ALOX12 inh |
| --- | --- |
| CCC1Cc2[nH][nH]c(=O)c2C(CC)O1 (stereo not given) | 0% |
| Cc1cc(C)c(C(=O)COC(=O)c2ccc(N3CCCC3=O)cc2)cc1C | -5% |
| Cc1cccc2nc(C(=O)N(C)C3CCCN(CCc4ccccc4)C3)cn12 (stereo not given) | -8% |
| Cc1nn(C)c(C)c1C(=O)NCCn1c(C)cnc1C1CCC1 | -23% |

Additional results follow.
SMILES | ALOX12 inh
Cn1cc(C(=O)CN2C(=O)COc3ccccc32)c2ccccc21 | -3%
CN(Cc1cncs1)C1CCc2ccccc21 (stereo not given) | 77%[activator][176 µM]
CC(C)n1ccnc1C1CCCN(Cc2cscn2)C1 (stereo not given) | 86%[activator]
CCOC(=O)[C@]12CCC=C1N(Cc1ccco1)C(=O)[C@H](CC(=O)NCCCN1CCCC1=O)C2 | -14%
CCc1ccc2oc(C(=O)Nc3ccc(S(=O)(=O)Nc4onc(C)c4C)cc3)cc(=O)c2c1 | -17%
COc1cccc(N2C(=O)NC(=NC3CCCCC3)C23CCN([S+](C)(=O)[O-])C3)c1 (stereo not given) | 46%
CCOc1ccc(NC(=O)c2cc(=O)c3cc(C)c(C)cc3o2)cc1 | 28%
COc1ccc(C(=O)N2CCC(N3C(=O)C(OC)C34CCOCC4)CC2)cn1 (stereo not given) | 34%
COc1cccc(CNC(=O)c2ncoc2-c2cccc(Cl)c2)c1 | 11%
C[C@@H]1CN(c2ccc(N3CCNC[C@H]3C)cc2C#N)CCN1Cc1ccccc1 | ?
COc1ccccc1C1CN(Cc2ccccc2O)Cc2ccccc2O1 (stereo not given) | 8%
NC(=O)c1ccc(OC2CCN(C(=O)c3ccccc3Cl)CC2)nc1 | 6%
CCN(CC)Cc1ccc(C(=O)O)o1 | ?
CN(C)CC(O)COc1ccc(NC(=O)Nc2ccccc2F)cc1 (stereo not given) | 7%
COc1ccccc1C(=O)N1CCC(c2n[nH]c(=O)n2Cc2ccc(F)cc2)CC1 | 25%
COc1ccc(C(C)=O)c(OC(=O)c2ccc(F)cc2F)c1 | ?
NC(N)=NCCCN1CCCC1 | ?

Compound activity (PubChem)

These rows are one share of the data. The share of hits here may be higher or lower than overall.
